Screening results: PubChem BioAssay, National Center for Advancing Translational Sciences (NCATS)
HepG2 viability: qHTS for Inhibitors of TGF-b: Cytotox Counterscreen | 410,000 compounds, 0.76% hits | Potency, µM (highest dose often 46.1 µM), for the others: at the top dose activity change, negative = cytotoxicity, most hits filed as cytotoxic | AID 588856, 2011 | HepG2 CAGA-GFP viability, ATP luminescence, 18 h; also: some results filed as inactive show a strong effect at the top dose
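HepG2 CAGA-GFP cells (1000/well, DMEM with 1% FBS) received compound, then TGF-beta at 500 pg/mL final, and were incubated 18 hours at 37 degrees C. Viability was read by CellTiter-Glo luminescence. Media-only wells were set as complete cell-killing and DMSO as no toxicity.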
ATXN viability: Viability Counterscreen for Primary qHTS for Inhibitors of ATXN expression | AID 651635, 2014 | Potency, µM (series often up to 56.7 µM), hits mostly cytotoxic | S2 cells (HEK-293 line with an ATXN2-luciferase reporter) viability, CellTiter-Fluor protease fluorescence, 24 h | 400,000 compounds, 0.49% hits; also: nearly all actives have a fitted effect of over 40% in size
Nrf2 activator: qHTS of Nrf2 Activators; AREc32 ARE-luciferase reporter (MCF7-derived line), luminescence, 24 h; Potency, µM (highest dose often 46.1 µM), inactives show top-dose activation, usual class: activators; 410,000 compounds, 0.31% hits; AID 624171, 2012; also: % of control where 0% means no effect; nearly all actives have a fitted effect of over 65% in size
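Each well held 1000 AREc32 cells, which were incubated with compound for 24 hr at 37 deg C after overnight attachment, and ARE reporter activity was quantified by firefly luciferase luminescence.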
A549 viability: Nrf2 qHTS screen for inhibitors: counterscreen for cytotoxicity; AID 504648, 2011; Potency, µM (top dose mostly 46 µM), inactives show top-dose activity change, negative = cytotoxicity, usual class: inhibitors; A549 ARE-Fluc cells, CellTiter-Fluor viability, 18-24 h; 390,000 compounds, 0.16% hits; also: % is scaled to controls: 0 for no effect and ±100 for the full control effect
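Cytotoxicity counterscreen: CellTiter-Fluor fluorescence was measured in A549 ARE_Fluc cells after 18-24 h of compound exposure in a concentration series. The subsequent BugLite luminescent read reports ARE-luciferase activity.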
Nrf2 block: Nrf2 qHTS screen for inhibitors; Potency, µM (top dose mostly 46 µM), for inactives: at the highest dose activity change, negative = inhibition, usual class: inhibitors; A549 ARE-Fluc reporter, luciferase luminescence, 18-24 h; 360,000 compounds, 2.1% hits; also: % is scaled to controls: 0 for no effect and ±100 for the full control effect; nearly all actives have a fitted effect of over 60% in size
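Quantitative HTS in A549 cells stably bearing an antioxidant response element-firefly luciferase construct. Inhibition of Nrf2-driven transcription was scored by luminescence after 18-24 h of compound exposure at 37 °C.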
MCF10A rereplic: A quantitative high throughput screen for small molecules that induce DNA re-replication in MCF 10a normal breast cells; MCF 10A DNA re-replication, Hoechst nuclear intensity, 48 h; Potency, µM (top dose mostly 46.1 µM), for the others: at the top dose activity, positive = re-replication, usual class: activators; 350,000 compounds, 2.9% hits; also: % of control where 0% means no effect; nearly all actives have a fitted effect of over 50% in size
ATXN2 expr inh: Primary qHTS for Inhibitors of ATXN expression | HEK-293 ATXN2-luciferase reporter, luminescence, 24 h | Potency, µM (highest dose often 57 µM), without a hit: at the top dose activity change, negative = inhibition, usual class: inhibitors | 360,000 compounds, 0.72% hits | AID 1745845, 2022; also: % is scaled to controls: 0 for no effect and ±100 for the full control effect; nearly all actives have a fitted effect of over 55% in size
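qHTS (up to 57 uM final) was run with 24 h compound exposure of reporter cells at 37 °C. Each well was multiplexed: SteadyGlo luminescence measured ATXN2-luciferase expression after a fluorogenic Gly-Phe-AFC viability readout (25 uM final).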
EPAC2 antagonist: qHTS for Antagonist of cAMP-regulated guanine nucleotide exchange factor 2 (EPAC2): primary screen. 360,000 compounds, 0.18% hits. EPAC2 GEF exchange of Rap1B-BODIPY-GDP, fluorescence. Potency, µM (top dose mostly 114 µM), for the others: at the top dose activity, negative = inhibition, usual class: inhibitors; also: % is scaled to controls: 0 for no effect and ±100 for the full control effect; nearly all actives have a fitted effect of over 45% in size; many of its hits are not listed in these tables
Target sequence (Q8WZA2 whole entry, looked up): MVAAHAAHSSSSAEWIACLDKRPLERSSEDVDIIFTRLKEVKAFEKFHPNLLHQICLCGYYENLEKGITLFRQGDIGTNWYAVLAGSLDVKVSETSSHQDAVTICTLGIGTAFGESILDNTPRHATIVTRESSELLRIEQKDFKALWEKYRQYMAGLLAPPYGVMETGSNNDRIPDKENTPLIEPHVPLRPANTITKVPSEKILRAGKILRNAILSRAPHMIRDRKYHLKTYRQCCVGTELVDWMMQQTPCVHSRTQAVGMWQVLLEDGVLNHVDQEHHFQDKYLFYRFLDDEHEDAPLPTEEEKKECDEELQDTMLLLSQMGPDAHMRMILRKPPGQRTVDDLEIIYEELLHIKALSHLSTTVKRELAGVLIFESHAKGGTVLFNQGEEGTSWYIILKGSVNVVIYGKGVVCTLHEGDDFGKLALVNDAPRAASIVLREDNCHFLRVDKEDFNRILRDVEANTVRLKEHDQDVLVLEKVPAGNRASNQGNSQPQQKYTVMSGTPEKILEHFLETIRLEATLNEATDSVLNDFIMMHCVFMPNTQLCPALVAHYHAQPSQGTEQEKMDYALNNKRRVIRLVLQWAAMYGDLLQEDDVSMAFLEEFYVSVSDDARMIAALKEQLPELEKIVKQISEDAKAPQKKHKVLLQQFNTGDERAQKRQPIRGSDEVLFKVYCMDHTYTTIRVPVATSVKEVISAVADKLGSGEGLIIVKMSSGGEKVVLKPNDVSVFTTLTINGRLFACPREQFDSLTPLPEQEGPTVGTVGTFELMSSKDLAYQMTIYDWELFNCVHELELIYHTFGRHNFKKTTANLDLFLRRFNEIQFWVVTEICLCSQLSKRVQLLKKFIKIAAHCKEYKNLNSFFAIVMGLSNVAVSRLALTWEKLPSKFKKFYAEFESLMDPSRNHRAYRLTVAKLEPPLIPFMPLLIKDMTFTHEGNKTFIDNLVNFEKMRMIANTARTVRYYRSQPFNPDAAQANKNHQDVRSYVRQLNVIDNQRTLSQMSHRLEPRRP
TGFb inhibitor: qHTS for Inhibitors of TGF-b; Potency, µM (highest dose often 46.1 µM), for inactives: at the top dose activity, negative = inhibition, most hits filed as inhibitors; 410,000 compounds, 1.2% hits; AID 588855, 2011; HepG2 CAGA-GFP TGF-b/SMAD3 reporter, GFP fluorescence, 18 h; TGF-beta stimulated, 500 pg/mL final; also: % is scaled to controls: 0 for no effect and ±100 for the full control effect; nearly all actives have a fitted effect of over 65% in size
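Smad-responsive CAGA-GFP expression was quantified in HEPG2 cells exposed to compounds and 500 pg/mL final TGF-beta for 18 h at 37 degrees C; unstimulated wells defined full inhibition.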
* hit, by the source's call; i = inactive; ? = inconclusive; nt = not tested or not shown; [ ] = dose if it differs, or a comment. Calls follow the shape of the dose curve; as a rule, active = well fitted curve in the direction sought with a large enough effect; inconclusive = small, poorly fitted or top-dose-only effect, or another doubt; inactive = no such curve, though single readings can be large; an effect the other way counts as inactive or inconclusive. Potency is read from the fitted curve at half-maximal effect. This is a subset (hit frequency here may not be typical).

SMILES	HepG2 viability	ATXN viability	Nrf2 activator	A549 viability	Nrf2 block	MCF10A rereplic	ATXN2 expr inh	EPAC2 antagonist	TGFb inhibitor
O=C(CCC(=O)N1CCSc2ccccc21)Nc1cccc(F)c1	-6%	?	2.3%	6%	9%	-1%	-11%	-9%	1%
O=C(OCc1cccc(F)c1)c1cc2ccccc2cc1O	4%	i	4.2%	-1%	11%	2%	38%	-8%	6%
COc1cc(-n2cnnn2)ccc1S(=O)(=O)N1CCOCC1	-10%	nt	-0.4%	-12%	2%	-2%	nt	6%	-2%
CCCCCC(=O)Nc1cccc(C2=NOC3(C2)C[C@@H](C(N)=O)N(C(=O)CC(c2ccccc2)c2ccccc2)C3)c1 (some centres undefined)	-6%	?	-3.4%	?	21µM*	?	-16%	?	?
COc1ccccc1/C=N/NC(=O)c1nnn(-c2nonc2N)c1-c1ccccc1	-23%	i	-0.4%	1%	1%	2%	-1%	2%	0%
COc1ccc(N2CCN(C(=O)CCNS(=O)(=O)c3ccc(C)cc3)CC2)cc1	0%	i	0.2%	7%	-18%	0%	-6%	15%	7%
O=C(N/N=C/c1c(O)ccc2ccccc12)c1cccc(C(F)(F)F)c1	-34%	nt	3.0%	-5%	?	4.6µM*	3µM*	2%	?
CCOC(=O)c1ccccc1NC(=O)CN1C(=O)NC(C)(CCc2ccccc2)C1=O (centres undefined)	-67%	i	1.1%	-1%	3%	22%	-4%	-16%	-17%
CCOC(=O)C1CCN(C(=O)CSc2nc3ncccc3[nH]2)CC1	1%	i	-0.1%	-3%	10%	20%	nt	-2%	4%
CSCC[C@H](NC(=O)c1ccc(Cl)c([N+](=O)[O-])c1)c1nc2ccccc2[nH]1	-13%	?	21%	0%	-14%	?	?	-12%	-5%
CC(=O)N1CCC(=NNc2ccnc3cc(Cl)ccc23)CC1	-7%	i	4.2%	-2%	17%	-3%	-6%	3%	-1%
COc1cc(C(=O)Nc2cccc(OCc3cc(=O)n4cc(C)sc4n3)c2)cc(OC)c1OC	-11%	i	0.2%	1%	-15%	nt	-11%	nt	?
COc1ccc(NC(=O)c2ccc3c(c2)OCCO3)cc1OC	0%	i	0.6%	-5%	?	-1%	27%	-4%	15%
Cc1ccc(S(=O)(=O)N2CCC(C(=O)NCCN3CCOCC3)CC2)cc1C	-3%	i	-0.5%	0%	-3%	-12%	5%	-3%	5%
COc1ccc(CN2C(=O)[C@@H]3Cc4c([nH]c5ccccc45)C(C)(C)N3C2=O)cc1	-30%	?	-1.7%	-2%	?	14%	?	-4%	?
CCCCCCC1(C)NC(c2ccc3c(c2)OCO3)=CC(c2cc(Br)ccc2O)N1 (centres undefined)	-37%	nt	nt	-4%	13%	nt	nt	nt	?
NC(=O)NC(c1ccccc1)c1cccc2ccccc12 (centres undefined)	-3%	?	0.0%	-2%[1.84 µM]	7%	-4%	-4%	0%	-33%
COc1cc2c(cc1OC)C(C1(O)CCCCC1)NCC2 (centres undefined)	3%	i	0.2%	-9%	-4%	7%	nt	3%	6%
COc1ccc(CC(N)c2csc(NC(=O)NC(c3ccccc3)c3ccccc3)n2)cc1 (centres undefined)	13µM*	?	-3.5%	nt	nt	nt	?	-4%	?
C/C=C/c1ccc(OCC(=O)Nc2ccncc2)c(OC)c1	-21%	i	0.2%	-12%	-10%	-4%	-11%	-20%	-15%
N#Cc1nc(N2CCCC2)nc(N(c2ccccc2)c2ccccc2)n1	3%	nt	nt	-9%	5%	nt	nt	nt	20%
COc1ccc(C)cc1NC(=O)c1ccc2c(c1)C(=O)N(Cc1ccncc1)C2=O	1%	i	0.1%	4%	6%	-10%	-17%	2%	-4%
C[C@H](O)[C@@H]1CN2CCc3c([nH]c4ccccc34)[C@@H]2C[C@@H]1N(C)C(=O)Nc1ccc(Br)cc1	-21%	?	6.8%	nt	nt	nt	4%	-15%	?
O=C(O)CCCC(=O)N1CCN(c2ncccn2)CC1	10%	i	-0.6%	1%	0%	-1%	-18%	1%	20%
Cc1ccc(S(=O)(=O)Nc2ccc3c(c2)n(C)c(=O)n3C)c(C)c1	-4%	i	11%	3%	?	?	28%	-7%	8%
COc1cc2c3c(n(C)c(=O)c2cc1OC)-c1cc2c(cc1C3=O)OCO2	-2%	?	0.0%	-8%	?	8%	?	5%	1%
CCCN(CC(=O)Nc1ccccc1OC)C(=O)c1cccc(S(=O)(=O)Nc2ccc(OC)cc2)c1	-36%	i	-0.5%	-4%	-23%	5%	-4%	-8%	-4%
CCOCCCNC(=O)Cn1cnc2sc(C)c(S(=O)(=O)N3CCN(c4ncccn4)CC3)c2c1=O	-8%	i	0.1%	2%	3%	3%	4%	-4%	-8%
S=C(NCc1ccccc1)N1CCc2ccccc2C1	-2%	i	0.4%	3%	-12%	13%	1%	-5%	-2%
C=CCn1c(SCC(N)=O)nnc1-c1cc(Br)ccc1O	-2%	i	0.3%	2%	-2%	-1%	1%	9%	-2%
c1ccc2c(c1)nc1n2C2(N3CCOCC3)CCCC2C1N1CCOCC1 (centres undefined)	-9%	i	0.3%	-13%	-7%	10%	1%	9%	16%
CCN(CC)C(=O)[C@H]1CC(CC(=O)NCCCn2ccnc2)C(=O)N2CCc3c([nH]c4ccc(OC)cc34)[C@]12C (some centres undefined)	1%	i	0.1%	0%	1%	2%	9%	14%	-3%
CC1CCc2c(sc3ncn(CC(=O)N=Nc4c(O)[nH]c5ccccc45)c(=O)c23)C1 (centres undefined)	-27%	?	-0.3%	7%	-2%	?	nt	-16%	-26%
Cc1cc(C(=O)Nc2ccccc2Cl)c2ccccc2n1	-1%	i	?	4%	-5%	2%	-16%	-5%	-3%
COc1ccc(S(=O)(=O)Nc2cc(-c3cn4ccccc4n3)ccc2C)cc1	-26%	i	0.0%	7%	7%	nt	4%	nt	1%
COc1cc(NS(=O)(=O)c2ccc(N/C=C\C(=O)c3ccc(C)cc3)cc2)nc(OC)n1	-8%	i	2.1%	-9%	-12%	?	5%	-2%	?
CCN(CC(=O)N1CCOCC1)S(=O)(=O)c1cc(Cl)ccc1Cl	-4%	i	0.0%	3%	-8%	3%	-12%	7%	2%
CCn1c(SCC(=O)Nc2ccccc2)nnc1-c1cccs1	-13%	i	-0.6%	-1%	-9%	-1%	-7%	-3%	-12%
Nc1[nH]ncc1S(=O)(=O)c1ccccc1	-17%	?	0.4%	-2%	-6%	2%	-12%	3%	-5%
O=C(c1ccc(S(=O)(=O)Nc2ccccc2)cc1)N1CCC1	7%	i	-0.3%	1%	-12%	-36%[inhibitor]	-8%	2%	1%
CCOC(=O)NC(Nc1ccc(S(N)(=O)=O)cc1)(C(=O)OCC)C(F)(F)F (centres undefined)	-5%	i	4.4%	8%	?	17%	7%	-6%	4%
Clc1ccc2nc(-c3ccccc3)c(CN3CCOCC3)n2c1	3%	i	1.6%	14%	-2%	23%	3%	-2%	1%
O=C(COc1ccc(Cl)cc1Cl)N/N=C/c1ccc(OC2OC(CO)C(O)C(O)C2O)cc1 (centres undefined)	-60%	i	2.4%	3%	-3%	4%	nt	4%	-10%
Clc1ccc(C(c2nnnn2C2CCCCC2)N(Cc2cccnc2)Cc2ccco2)cc1 (centres undefined)	1%	?	-1.4%	?	-25%	?	?	0%	-13%
CCN(CC)C(=S)SCC(=O)Nc1nc(=O)c2ccccc2s1	-7%	i	14%	8%	0%	10%	30%	4%	-21%
O=C(CSc1ccccc1C(=O)N1CCCCC1)NCC1CCCCC1	-4%	i	18%	-10%	-3%	5%	-8%	-8%	-19%
Cc1c(Cl)cccc1-n1ncc(C(=O)N2CCOCC2)c1C1CCN(C(=O)OC(C)(C)C)CC1	1%	i	-0.6%	0%	-6%	nt	1%	nt	0%
COc1ccc(C(=O)Nc2cccc(C(=O)OCc3cc(=O)n4c5c(sc4n3)CCCC5)c2)cc1	4%	nt	-0.2%	-12%	nt	nt	nt	nt	23%
OC[C@H]1OC(Nc2ccc(N=Nc3ccccc3)cc2)[C@@H](O)[C@@H](O)[C@@H]1O (some centres undefined)	-2%	?	5.1%	?	17%	0%	nt	8%	12%
COc1ccc(OC)c(CCNC(=O)Cc2ccc(NC3=NC4CS(=O)(=O)CC4S3)cc2)c1 (centres undefined)	0%	i	0.0%	0%	7%	0%	3%	1%	-1%
(next part)
SMILES	HepG2 viability	ATXN viability	Nrf2 activator	A549 viability	Nrf2 block	MCF10A rereplic	ATXN2 expr inh	EPAC2 antagonist	TGFb inhibitor
O=C(Nc1cccc(F)c1)C1CCCN(c2cnccn2)C1 (centres undefined)	-5%	?	-0.6%	-2%	-6%	4%	nt	-2%	5%
CCCn1c(=N)c(C(=O)NCC2CCCO2)cc2c(=O)n3cc(C)ccc3nc21 (centres undefined)	-10%	nt	-0.4%	15%	0%	nt	-11%	nt	1%
Clc1ccc(-c2nnc3n2CCCS3)cc1	-2%	i	-0.6%	0%	-8%	-3%	-3%	-6%	5%
CCCc1cc(N2CCN(c3cc(Cl)ccc3C)CC2)n2cnnc2n1	5%	i	2.7%	?	?	nt	-8%	nt	-20%
